GPR55 antagonists – inhibition of LPI-stimulated GPR55 beta-arrestin translocation – imaging, U2OS, beta-arrestin-GFP, LPI agonist, primary screen (AID 2013); U2OS GPR55 beta-arrestin-GFP translocation imaging, LPI antagonism; higher % means a stronger effect; one-dose inhibition, % at 10 µM; IC50 in µM for titrated hits; actives 0.13% (n = 290,000);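 active = spots per cell inhibited over 60%, with over 100 cells counted and total cytoplasm intensity under 500,000; inconclusive = wells with under 100 cells, flagged as likely toxic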;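 also: U2OS cells stably carrying GPR55 and arrestin-GFP stimulated by 5 µM LPI near EC80; imaged beta-arrestin-GFP aggregate spots per cell after agonist stimulation; plate controls were LPI-stimulated DMSO wells for no effect and DMSO wells without LPI for full effect; some results filed as inactive read as strong as hits; confirmed hits need IC50 under 10 µM and bright autofluorescent wells are also inconclusive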
GPR55 beta-arrestin – selective activators of receptor GPR55 – imaging, U2OS cells, beta-arrestin-GFP redistribution, primary screen (AID 1961); U2OS GPR55 beta-arrestin-GFP redistribution imaging; higher % means a stronger effect; one-dose activation, % at 10 µM; EC50 in µM for titrated hits; actives 0.048% (n = 290,000);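 active = activation above 40% with more than 50 cells counted in the well; inconclusive = wells holding fewer than 50 cells, flagged as toxic or sparse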;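 also: U2OS osteosarcoma cells stably expressing GPR55 and beta-arrestin-GFP; plate controls were DMSO negative control for no effect and LPI positive control for full effect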
SV40 large T antigen – TAg ATPase/helicase activity blockers – biochemical (AID 1903); SV40 large T antigen ATPase/helicase inhibition assay; higher % means a stronger effect; inhibition, % at 20 µM; hits with a dose series show IC50 in µM; actives 0.39% (n = 310,000); in the data active = a potency from the dose series; inconclusive = inhibition mostly from about 32% at the one dose, without a potency; inactive = the rest, 99 in 100 with inhibition below about 32%; also: strong numbers were not always called active
Yfh1-depleted yeast – mitochondrial function rescue without frataxin homolog – Friedreich's ataxia, plus single-dose screen, dose response (AID 1465). S. cerevisiae Yfh1-off respiration, WST-1 reduction, 72 h; higher fold induction means a stronger effect. fold induction at 50 µM; hits with a dose series show EC50 in µM. actives 0.074% (n = 220,000);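 active = fold induction of absorbance versus untreated yeast above a set limit, then at least 30% activation at any dose in follow-up; inconclusive = repeats straddling the limit, or above it without dose testing; inactive = fold induction below the set limit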;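 also: activators that raise dye reduction in frataxin-depleted yeast; strong numbers were not always called active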
GPR35 antagonists – inhibition of zaprinast-stimulated GPR35 beta-arrestin translocation – imaging, U2OS, beta-arrestin-GFP, zaprinast agonist, primary screen (AID 2058). one-dose inhibition, % at 10 µM; IC50 in µM for titrated hits. U2OS GPR35 beta-arrestin-GFP translocation imaging, zaprinast antagonism; higher % means a stronger effect. actives 0.052% (n = 290,000);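 active = inhibition of at least 50% with at least 30 cells and total cytoplasm GFP at most 10,000,000; inconclusive = under 30 cells or total GFP of 10,000,000 plus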
Rac1 GTP hydrolysis – MgcRacGAP GTPase-activating activity inhibitors, confirmation, biochemical, ADP Hunter fluorescence; MgcRacGAP-stimulated Rac1 GTP hydrolysis, ADP Hunter fluorescence; higher % means a stronger effect; GST-tagged Rac1 F28L mutant substrate; inhibition, % at 30 µM, or IC50 in µM where a hit was titrated; actives 0.6% (n = 340,000); AID 624330;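 active = first-screen hits whose inhibition reached a set limit at any dose in the follow-up dose series; inconclusive = inhibition above the set first-screen limit but never retested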;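 also: fluorescence reports GDP produced by GAP-driven GTP hydrolysis; strong numbers were not always called active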
Dengue-2 NS5 capping – Dengue-2 NS5 methyltransferase inhibitors, primary screen, biochemical, confirmation dose response (AID 588689); actives 0.3% (n = 340,000); Dengue-2 NS5 methyltransferase capping enzyme assay, biochemical; higher % means a stronger effect; one-dose inhibition, % at 25 µM; IC50 in µM for titrated hits; in the data active = a potency from the dose series; inconclusive = inhibition above about 29% without an active follow-up result
AID2073 – disruptors of CaV2.2 binding to Mint1 – biochemical, HTRF (AID 2073); one-dose inhibition, % at 20 µM; IC50 in µM for titrated hits; actives 0.19% (n = 290,000); HTRF protein-protein interaction, Mint1-CaV2.2; higher % means a stronger effect; in the data active = inhibition mostly above about 51%, no sharp cut-off; inconclusive = no clear call, values can overlap the other calls; inactive = mostly below about 53%; also: some results filed as inactive read as strong as hits
NTR1 agonist – agonists of NTR1, primary screen, imaging, U2OS cells, beta-arrestin-GFP, high content (AID 493036); P30989; NTR1-U2OS beta-arrestin-GFP spot imaging, agonist mode; activation, % at 20 µM; actives 0.17% (n = 330,000);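 active = activation at or above 40% of the spot to cytoplasm intensity ratio, with at least 20 cells analyzed; inconclusive = wells under 20 cells, flagged as cytotoxic or low count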;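 also: 0% = DMSO without peptide and 100% = 100 nM NTR1 peptide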
Target sequence (P30989 whole entry, looked up): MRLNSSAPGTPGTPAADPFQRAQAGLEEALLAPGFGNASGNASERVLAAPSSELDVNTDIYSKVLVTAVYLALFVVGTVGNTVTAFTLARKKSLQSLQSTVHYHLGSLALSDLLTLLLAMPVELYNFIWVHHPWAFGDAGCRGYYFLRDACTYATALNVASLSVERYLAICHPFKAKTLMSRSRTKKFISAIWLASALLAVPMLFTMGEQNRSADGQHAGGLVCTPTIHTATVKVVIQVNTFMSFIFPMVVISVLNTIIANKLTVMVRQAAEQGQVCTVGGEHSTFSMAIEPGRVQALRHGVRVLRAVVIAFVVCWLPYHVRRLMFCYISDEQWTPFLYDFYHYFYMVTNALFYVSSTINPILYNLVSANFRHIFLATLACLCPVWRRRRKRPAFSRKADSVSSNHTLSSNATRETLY
NTR1 agonist cell count 20 µM – recorded beside NTR1 agonist, whose call it bears; cell count; measured here: cell count, cytotoxicity flag
Dengue-2 NS5 capping pilot replicate – also measured in Dengue-2 NS5 capping; calls as there; inhibition, %; measured here: pilot screen replicate inhibition
* = called active by the depositor; i = inactive; ? = inconclusive; . = no result given. No enrichment for hits; about 1.7% have a hit in one of these screens.

SMILES	GPR55 antagonists	GPR55 beta-arrestin	SV40 large T antigen	Yfh1-depleted yeast	GPR35 antagonists	Rac1 GTP hydrolysis	Dengue-2 NS5 capping	AID2073	NTR1 agonist	NTR1 agonist cell count 20 µM	others
C=CCNC1=C(Cl)C(=O)N(c2ccccc2Cl)C1=O	2%	-0.1%	10%	i	-4%	0%	1%	8%	2.0	56
CCOC(=O)N1CCN(CCC(=O)c2ccc(Br)cc2)CC1	5%	-0.2%	6%	.	1%	9%	-31%	-4%	-0.5	104
Cc1ccccc1OCCOc1ccccc1C=C(C#N)C#N	-1%	0.2%	14%	i	1%	.	.	11%	.	.
O=C(N/C(=C/c1cccs1)C(=O)N1CCOCC1)c1ccccc1	-7%	-0.3%	6%	i	-1%	3%	0%	9%	0.6	36
Cc1cc(Br)ccc1NC(=O)C1C2CCC(O2)C1C(=O)O (stereo unspecified)	7%	-0.2%	4%	.	6%	10%	9%	-4%	3.1	77
CCN(CC)Cc1c(O)ccc2occ(C(=O)c3ccc(OC)cc3)c12	2%	-0.5%	12%	i	9%	8%	5%	4%	2.2	60
CC(C)(C)NC(=O)CSc1nnc(NC(=O)CCc2ccccc2)s1	-5%	-0.1%	6%	.	1%	5%	-5%	9%	0.7	69	Dengue-2 NS5 capping pilot replicate=-0.3
Cc1cc(C(=O)C(=O)N(C)C)c(C)n1-c1ccc([N+](=O)[O-])cc1	-5%	0.1%	10%	i	2%	1%	-6%	21%	-1.1	62
CCCCN1CNC(=S)N(CCc2ccc(OCC)c(OCC)c2)C1	14%	-0.2%	11%	i	3%	3%	-2%	-19%	2.3	38
CCC(C)CCN1CCN=C1N(C)C (stereo unspecified)	.	.	1%	.	.	4%	-5%	.	3.5	67
O=C(CSc1nc2ccccc2c(=O)n1CC1CCCO1)NCC1CCCO1 (stereo unspecified)	25%	0.3%	2%	i	11%	5%	-1%	8%	1.8	96
O=C(O)c1ccccc1-c1nc2ccccc2c(=O)n1O	8%	0.0%	7%	i	13%	2%	-2%	25%	0.7	39
CC(C(=O)NCC1CCCO1)n1cc([N+](=O)[O-])cn1 (stereo unspecified)	9%	0.2%	8%	i	0%	10%	-5%	-8%	0.2	51
COc1ccc(NC(=O)NC2(C(=O)N3CCOCC3)CCCCC2)cc1	8%	-0.2%	1%	.	-8%	10%	-2%	1%	0.7	55
COc1ccc(C2C(C(=O)NCc3ccccn3)CCC(=O)N2c2cc(OC)c(OC)c(OC)c2)cc1 (stereo unspecified)	4%	-0.2%	8%	i	-9%	3%	-3%	-2%	-1.2	67
NC(=O)C(c1ccc(F)cc1)c1ccc(C(=O)c2ccccc2)cc1 (stereo unspecified)	-5%	1.2%	20%	.	-8%	5%	-7%	-2%	0.9	79
CCOC(=O)c1sc(NC(=O)c2cc(-c3ccc(C)cc3)nc3ccccc23)c(C#N)c1C	-5%	-0.3%	1%	i	-4%	4%	-13%	26%	13	89
S=C(Nc1ccccc1Oc1ccccc1)NC1CCCC1	6%	-0.2%	-7%	i	4%	3%	-10%	-13%	-1.4	27
COc1cccc(NC(=O)CCN2C(=O)c3ccccc3Sc3ncccc32)c1	5%	-0.1%	13%	.	-2%	5%	-3%	8%	-0.8	80
CC1CCCN(C(=O)c2ccc(NC(=O)CC3SC(N4CCCC4)=NC3=O)cc2)C1 (stereo unspecified)	.	.	10%	.	.	3%	7%	.	2.0	64
Cn1cc([N+](=O)[O-])c(C(=O)Nc2nccs2)n1	14%	0.3%	14%	i	0%	4%	-5%	?	-1.0	70
C[C@H](NC(=O)c1ccccc1Cl)C(=O)OCc1cn2cc(Cl)ccc2n1	.	.	21%	.	.	10%	-2%	.	-0.9	67
O=C1c2ccccc2C(=O)N1c1ccc(Cc2ccncc2)cc1	-8%	0.5%	11%	i	-2%	-14%	1%	-10%	0.7	49
O=C1NC(c2ccccc2Cl)=N/C1=C/c1ccco1	-2%	0.2%	13%	i	-7%	11%	-20%	-21%	1.5	47
CC(=C\c1ccccc1)/C=C1/SC(=S)N(CCCC(=O)O)C1=O	-5%	-0.1%	29%	.	3%	.	19%	-9%	5.5	73
COc1cc(CN2CCN(C(C)C)C(CCO)C2)ccc1OCc1ccccc1 (stereo unspecified)	9%	-0.2%	21%	i	9%	0%	.	-7%	-0.9	59
CC(=O)N[C@@H](CS)C(=O)O	8%	0.1%	24%	.	3%	5%	-4%	3%	-1.8	48
Cc1ccc2c(Cl)cc(Cl)c(OCC(=O)NC3CCS(=O)(=O)C3)c2n1 (stereo unspecified)	9%	-0.3%	26%	i	0%	6%	-2%	16%	2.0	46
COc1ccccc1C(=O)N/N=C/c1cnc2ccccc2n1	-12%	0.0%	8%	i	-10%	4%	-3%	1%	-1.2	59
CC1CC(C)CN(C(=O)c2ccc(S(=O)(=O)N3CC(C)CC(C)C3)cc2)C1 (stereo unspecified)	0%	0.0%	6%	.	-5%	7%	3%	5%	0.3	36

Part of the list above in order of length of the SMILES, falling:
SMILES	GPR55 antagonists	GPR55 beta-arrestin	SV40 large T antigen	Yfh1-depleted yeast	GPR35 antagonists	Rac1 GTP hydrolysis	Dengue-2 NS5 capping	AID2073	NTR1 agonist	NTR1 agonist cell count 20 µM	others
CC1CC(C)CN(C(=O)c2ccc(S(=O)(=O)N3CC(C)CC(C)C3)cc2)C1 (stereo unspecified)	0%	0.0%	6%	.	-5%	7%	3%	5%	0.3	36
C[C@H](NC(=O)c1ccccc1Cl)C(=O)OCc1cn2cc(Cl)ccc2n1	.	.	21%	.	.	10%	-2%	.	-0.9	67
CCN(CC)Cc1c(O)ccc2occ(C(=O)c3ccc(OC)cc3)c12	2%	-0.5%	12%	i	9%	8%	5%	4%	2.2	60
O=C(N/C(=C/c1cccs1)C(=O)N1CCOCC1)c1ccccc1	-7%	-0.3%	6%	i	-1%	3%	0%	9%	0.6	36
CCCCN1CNC(=S)N(CCc2ccc(OCC)c(OCC)c2)C1	14%	-0.2%	11%	i	3%	3%	-2%	-19%	2.3	38
O=C(O)c1ccccc1-c1nc2ccccc2c(=O)n1O	8%	0.0%	7%	i	13%	2%	-2%	25%	0.7	39
O=C1NC(c2ccccc2Cl)=N/C1=C/c1ccco1	-2%	0.2%	13%	i	-7%	11%	-20%	-21%	1.5	47
Cc1ccccc1OCCOc1ccccc1C=C(C#N)C#N	-1%	0.2%	14%	i	1%	.	.	11%	.	.
CC(=O)N[C@@H](CS)C(=O)O	8%	0.1%	24%	.	3%	5%	-4%	3%	-1.8	48
CCC(C)CCN1CCN=C1N(C)C (stereo unspecified)	.	.	1%	.	.	4%	-5%	.	3.5	67

More entries.
SMILES	GPR55 antagonists	GPR55 beta-arrestin	SV40 large T antigen	Yfh1-depleted yeast	GPR35 antagonists	Rac1 GTP hydrolysis	Dengue-2 NS5 capping	AID2073	NTR1 agonist	NTR1 agonist cell count 20 µM	others
CCN1CCN(CCCNC(=O)C(NC(=O)C2CCC(C)CC2)C(C)C)CC1 (stereo unspecified)	3%	0.2%	23%	i	9%	.	.	3%	.	.
O=C(N/N=C/c1cccc(O)c1)c1cc(-c2ccccc2)nc2ccccc12	5%	-0.1%	10%	.	2%	15%	-7%	11%	6.3	97
CCN(CC(=O)NCc1ccncc1)S(=O)(=O)c1ccc(OC)cc1	-5%	-0.2%	9%	.	-1%	7%	-5%	0%	-2.3	58
NC(=O)C1CCCN(Cc2ccc(Cl)cc2)C1 (stereo unspecified)	-10%	-0.2%	27%	i	6%	16%	-2%	-4%	1.1	50
O=C(CSc1nc2c(c(C(F)(F)F)n1)CCc1ccccc1-2)NCc1ccccc1	-1%	-0.2%	7%	?	-2%	13%	-6%	14%	5.3	42
CCOc1cc(/C=N/O)cc(Br)c1OCC(=O)NCc1ccccc1	-4%	-0.4%	5%	i	-7%	7%	-6%	-4%	6.6	74
Nc1c(C(=O)NCc2ccccc2)nnn1Cc1ccccc1	2%	0.3%	-4%	i	-4%	-7%	-3%	-1%	-1.3	82
COC(=O)C1=CN(Cc2ccc(F)cc2)C=C(C(=O)OC)C1c1ccc(O)c(OC)c1	4%	-0.2%	13%	.	-1%	-1%	-7%	-7%	0.1	71	Dengue-2 NS5 capping pilot replicate=-6.4
CCCn1c(NC(=O)C23CC4CC(CC(O)(C4)C2)C3)nc2ccccc21	12%	-0.2%	1%	i	9%	2%	-7%	2%	1.6	96
Cc1ccsc1CNn1cnnc1SCc1ccc(Cl)cc1	2%	0.2%	4%	i	5%	5%	-30%	10%	2.5	72
COc1ccc(/C=N/Nc2cc(N3CCOCC3)ncn2)c(OC)c1	1%	-0.3%	10%	.	0%	8%	-9%	-2%	1.4	66
CC(C)=C(NC(=O)c1ccccc1)C(=O)NCCCC(=O)O	-3%	-0.2%	-9%	i	-8%	-2%	-1%	9%	-0.2	49
COc1cccc(-n2c(=S)sc3c(=O)n(-c4ccccc4C)c(SCC(=O)O)nc32)c1	2%	0.0%	26%	.	8%	3%	-7%	-2%	-0.5	86
Cc1cccc(OCC(O)CN2CCc3ccccc3C2)c1 (stereo unspecified)	-21%	0.2%	.	.	1%	-9%	-7%	11%	-0.3	46
CCN(CC(=O)NC1CCS(=O)(=O)C1)c1ccc(S(C)(=O)=O)cc1[N+](=O)[O-] (stereo unspecified)	8%	-0.3%	2%	i	5%	12%	-5%	-10%	-1.4	40
O=S1(=O)CCO[C@H]2Cc3ccccc3[C@H]2N1Cc1cccc(Cl)c1	-8%	0.4%	1%	.	5%	1%	2%	1%	2.1	50
COCC(=O)Nc1nc2n(n1)C(c1ccccc1)CC(c1ccc(OC)cc1)N2 (stereo unspecified)	-13%	-0.2%	26%	i	-6%	10%	14%	7%	0.3	86

From PubChem
